# Screening results (PubChem BioAssay)
# D2 potentiator – positively modulates the human D2 dopamine receptor allosterically | hit rate 0.34% among 340,000 | HEK293 T-REx D2, calcium flux, EC20 dopamine potentiation | potentiation, % at 10 µM | AID 485347 | P14416;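 active = potentiation over 3 SD above the plate norm, cut at about 30% in these data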; also: 0% is about no effect
#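 Using a no-wash calcium dye in inducible, force-coupled HEK293 Trex cells expressing D2, we tracked fluorescence each second for 180 s after compound, then for 180 s after EC20 dopamine to detect augmented signalling.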
# D1 agonist – activates the human D1 dopamine receptor. activation, % at 2 µM. AID 504660. HEK293 T-REx D1 cells, calcium flux, agonist mode. P21728. hit rate 1% among 360,000; in the data active = activation above about 30%; also: 0% is about no effect
# Target sequence (P21728 whole entry, looked up): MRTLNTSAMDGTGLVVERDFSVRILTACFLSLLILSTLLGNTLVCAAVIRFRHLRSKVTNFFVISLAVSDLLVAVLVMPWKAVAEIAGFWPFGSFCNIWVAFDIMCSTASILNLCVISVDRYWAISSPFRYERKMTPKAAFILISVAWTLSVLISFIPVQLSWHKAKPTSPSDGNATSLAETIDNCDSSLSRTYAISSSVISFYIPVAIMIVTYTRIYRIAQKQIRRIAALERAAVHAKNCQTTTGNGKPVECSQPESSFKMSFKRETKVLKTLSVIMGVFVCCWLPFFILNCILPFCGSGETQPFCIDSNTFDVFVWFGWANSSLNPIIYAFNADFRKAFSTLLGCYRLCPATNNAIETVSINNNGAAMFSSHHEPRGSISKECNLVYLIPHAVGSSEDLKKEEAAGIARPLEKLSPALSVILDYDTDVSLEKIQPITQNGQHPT
#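 Tetracycline-induced HEK293 TREx D1 cells, force-coupled to calcium signalling, were dye-loaded with a no-wash calcium kit. Compound was pin-added after a 10 s baseline. Fluorescence was read kinetically at 1 cycle/s for 180 s, with calcium rises flagged as agonism.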
# D1 antag – human D1 dopamine receptor antagonism; P21728; HEK293 TREx D1 cells, calcium flux, dopamine EC80; active compounds read low; activity change, negative = inhibition, % at 10 µM; hit rate 3.2% among 360,000; in the data active = activity change below about -30%; also: % is scaled to controls: 0 for no effect and ±100 for the full control effect
#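 Tetracycline-induced HEK293 T-REx cells with force-coupled D1 receptor were loaded with a no-wash calcium dye. Compound was added after a 10 s baseline and read kinetically for 180 s; EC80 dopamine was then added and calcium flux followed another 180 s.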
# RXFP1 agonist – activates the human relaxin receptor RXFP1; hit rate 0.3% among 370,000; Q9HBX9; HEK293T-RXFP1 cAMP TR-FRET, 30 min; response scale: percent of porcine relaxin response, buffer zero; Potency, µM (series often up to 57.5 µM), without a hit: top-dose activation, most hits filed as activators; active = well fitted activation curve with a large enough effect; inconclusive = small, poorly fitted or top-dose-only effect; also: potency is read from the fitted curve at half-maximal effect; % is scaled to controls: 0 for no effect and ±100 for the full control effect; nearly all actives have a fitted effect of over 60% in size; many of its hits are not listed in these tables
#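 HEK293T cells stably expressing RXFP1 were pretreated with the PDE4 inhibitor Ro 20174, exposed to compounds for 30 min at 37C, lysed, and cAMP was read by TR-FRET. Data normalized to buffer (basal) and 29 nM porcine relaxin (100%).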
# D2 antag – antagonists of human D2 dopamine receptor; P14416; HEK293 TREx D2 cells, calcium flux, dopamine EC80; inhibition, % at 10 µM; hit rate 2% among 340,000; AID 485344; in the data active = inhibition above about 30%; also: 0% is about no effect
#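 Read-out: kinetic calcium fluorescence (1 cycle/s) in inducible HEK293 T-REx D2 cells after an EC80 dopamine addition that followed 180 s compound preincubation. Loss of the dopamine response indicates antagonism.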
# RXFP1 antag – antagonists of human relaxin receptor RXFP1. Q9HBX9. HEK293-RXFP1, relaxin-stimulated cAMP HTRF, 30 min; active compounds read low. activity change, negative = inhibition, % at 57.5 µM. hit rate 0.59% among 350,000. AID 1259400;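 active = activity change of -60% or lower, but not beyond a set lower limit; inconclusive = change between -60% and -40%, or beyond the set limit; inactive = change above -40%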; also: % is scaled to controls: 0 for no effect and ±100 for the full control effect
# TRHR PAM – allosteric enhancers of human TRH receptor | P34981 | TRHR cells, fluo-8 calcium fluorescence, EC20 TRH enhancement | enhancement, % at 2 µM | hit rate 0.66% among 360,000 | AID 493056; in the data active = enhancement above about 30%; also: 0% is about no effect
# Target sequence (P34981 whole entry, looked up): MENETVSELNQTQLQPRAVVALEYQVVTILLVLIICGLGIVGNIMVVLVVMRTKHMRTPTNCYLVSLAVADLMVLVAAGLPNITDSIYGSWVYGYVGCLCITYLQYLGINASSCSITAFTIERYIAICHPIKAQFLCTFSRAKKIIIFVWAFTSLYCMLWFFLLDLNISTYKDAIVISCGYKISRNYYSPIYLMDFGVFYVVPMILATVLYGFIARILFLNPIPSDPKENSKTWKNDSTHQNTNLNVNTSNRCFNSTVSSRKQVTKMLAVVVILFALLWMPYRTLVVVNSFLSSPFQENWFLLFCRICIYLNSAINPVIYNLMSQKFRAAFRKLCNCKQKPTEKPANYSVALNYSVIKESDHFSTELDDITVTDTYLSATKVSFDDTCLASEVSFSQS
#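 Enhancer read-out: after compound pinning and an initial kinetic agonist-mode read, an EC20 of TRH (10 nM final) was injected and fluo-8 calcium signal (Ex 480/Em 530) followed at 1 s/cycle for 100 cycles in TRHR-expressing cells.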
# D1 PAM – enhances dopamine response at the human D1 receptor | AID 504651 | hit rate 0.036% among 360,000 | HEK293 TREx D1 cells, calcium flux, dopamine EC20 potentiation | potentiation, % at 10 µM; in the data active = potentiation above about 30%; also: 0% is about no effect
# D2 agonist – activates the human D2 dopamine receptor | P14416 | HEK293 T-REx D2 cells, calcium flux agonist mode | activation, % at 2 µM | hit rate 0.53% among 340,000;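 active = activation over 3 SD above normal in the single-dose calcium agonist read, cut at about 30% in these data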; also: 0% is about no effect
#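 Tetracycline-induced HEK293 T-REx cells with force-coupled D2 receptor, plated overnight at 30 C, loaded with no-wash calcium dye. After a 10 s baseline, compound was pin-added and calcium flux read kinetically for 180 s; calcium rises flagged agonists.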
# Active calls of the source: *; ? = inconclusive; . = not tested or not shown; & = joins results of further samples; ! = a repeat was not active. Some of the compounds tested; count on the stated rates, not on these rows.
mol	D2 potentiator	D1 agonist	D1 antag	RXFP1 agonist	D2 antag	RXFP1 antag	TRHR PAM	D1 PAM	D2 agonist
Cn1cc(CN2CCC(n3nccc3NC(=O)c3ccccc3Cl)CC2)cn1	3	-1	2	1.1%	0	-11	-4	0	0.2
O=c1[nH]c2cc(Cl)ccc2n(CCNc2ncc(C(F)(F)F)cc2Cl)c1=O	-2	0	4	-1.8%	11	-5	-1	-4	-0.2
CCCCCN(C(=O)CCC(=O)OCc1cccc(C)c1)c1c(N)n(CCCC)c(=O)[nH]c1=O	9	2	1	1.0%	-5	-26	-5	2	0.2
CC(C)NC(=O)NC(=O)CSc1nnc(COc2ccccc2Cl)o1	-6	6	-3	1.7%	5	-2	-2	-2	0.0
CCCNc1nc2nc3ccccn3c(=O)c2cc1C(=O)NCCN1CCOCC1	7	2	7	16%	-5	11	7	2	-0.8
O=C(c1cn(-c2ccccc2)nc1-c1cccs1)N1CCN(c2ccccc2)CC1	3	5	10	2.4%	-5	2	-5	-3	0.1
CCOC(=O)N1CCN(c2c(NCCCN3CCCCCC3)c(=O)c2=O)CC1	8	2	20	-2.4%	-9	.	5	.	0.1
CC1CCCCC1NC(=O)c1cc2c(=O)n3ccccc3nc2n1C (configuration not stated)	7	6	27	?	16	15	7	1	-0.5
C=CCn1c(=N)n(CC(=O)O)c2ccccc21	29	4	2	2.1%	8	-7	3	-2	1.0
Cc1ccc(-c2ccc(SCC(=O)NC3CCCC3)nn2)cc1	7	3	-31*	0.1%	.	-1	-3	-3	.
CCCCn1c(O)c(/C=C2\C=NN=C2c2ccccc2)sc1=S	-9	3	0	-0.5%	-6	-22	3	0	3.0
COc1ccc(C2=NS(=O)(=O)N(C)C(C(=O)NCc3ccccn3)=C2)cc1	0	1	10	0.1%	-8	.	-3	-3	-1.0
Cc1ccc(NC(=O)c2cc(-c3cc(Cl)ccc3O)n[nH]2)cc1C	-7	1	6	0.3%	4	2	-4	-8	0.5
CC1(c2ccc([N+](=O)[O-])c(CS(=O)(=O)c3ccccc3)c2)OCCO1	-5	2	1	-2.0%	7	-10	5	-7	0.9
CCN(CC)S(=O)(=O)c1ccc(C(=O)N2CCN(c3ncccn3)CC2)cc1	-11	0	0	-0.1%	-3	5	-9	-2	-0.1
COc1ccc(C(C)=O)cc1CSc1nc(C)cc(C)n1	-5	3	19	-1.1%	-15	-12	0	2	1.1
COc1cc(NC(=O)CSc2nc3ncccc3o2)cc(OC)c1	-6	0	-9	-1.2%	.	-7	-5	-5	-0.4
O=C(CSc1n[nH]c(-c2ccccc2)n1)Nc1ccc(N2CCOCC2)cc1	4	-2	.	-1.1%	5	-6	0	0	0.1
CCC(=O)N(Cc1cc(=O)[nH]c2ccccc12)c1ccccc1	0	2	0	3.2%	3	-5	-2	0	-0.1
Cc1ccc(NC(=O)CN(C)C(=O)Cc2ccc3c(c2)CCC3)cc1	.	4	3	-1.4%	.	-19	-2	-6	.
COc1cc(C(=O)N/C(=C\c2cn(C)c3ccccc23)C(=O)NCCN2CCOCC2)cc(OC)c1OC	-2	0	0	-1.4%	21	?	0	2	-0.6
COc1ccccc1C(=O)NC(C)c1nc2ccccc2[nH]1 (configuration not stated)	-14	0	36	2.6%	-7	-1	-4	-4	0.2
CCC(CC)C(=O)Nc1ccc(-c2cn3cccnc3n2)cc1	-2&4	0&0	-31*!	12%&22%	2	6	-5&22	-4&-1	1.3
CC(C)c1cc(-c2nc(-c3ccc(Cl)cc3)no2)n[nH]1	.	1	-38*	1.1%	.	-37	1	-5	.
O=C(COc1ncnc2c(Cl)cc(Cl)cc12)N1CCN(S(=O)(=O)c2ccccc2)CC1	8	-2	-21	-3.6%	3	-2	-2	-7	0.5
Cc1csc(=O)n1CC(=O)OCc1nnc(-c2ccc([N+](=O)[O-])cc2)o1	-11	1	11	3.2%	-17	-6	4	-6	0.7
Cc1cccn2c(=O)c3cc(C(=O)NC4CCCCCC4)sc3nc12	6	2	8	20%	-10	-13	7	-2	-0.2
Fc1ccccc1COc1ccccc1/C=N/Nc1nc(N2CCCC2)nc(N2CCCC2)n1	15	1	-3	-1.3%	-6	.	-3	1	-0.5
COC(=O)c1ccccc1NC(=O)N1CCC(n2c(C)nc3cccnc32)CC1	13	7	-7	1.1%	.	-19	2	2	0.4
Nc1nc(NC(=O)c2cccnc2)nn1-c1ccccc1	0	3	5	0.2%	-10	10	7	-3	1.2

# Part of the list above, with each value named:
Cc1csc(=O)n1CC(=O)OCc1nnc(-c2ccc([N+](=O)[O-])cc2)o1
  D2 potentiator = -11 | D1 agonist = 1 | D1 antag = 11 | RXFP1 agonist = 3.2% | D2 antag = -17 | RXFP1 antag = -6 | TRHR PAM = 4 | D1 PAM = -6 | D2 agonist = 0.7

Cc1cccn2c(=O)c3cc(C(=O)NC4CCCCCC4)sc3nc12
  D2 potentiator = 6 | D1 agonist = 2 | D1 antag = 8 | RXFP1 agonist = 20% | D2 antag = -10 | RXFP1 antag = -13 | TRHR PAM = 7 | D1 PAM = -2 | D2 agonist = -0.2

# Next section:
mol	D2 potentiator	D1 agonist	D1 antag	RXFP1 agonist	D2 antag	RXFP1 antag	TRHR PAM	D1 PAM	D2 agonist
Cc1ccc2c(c1)sc[n+]2Cc1ccccc1	-1	9	21	1.3%	1	-11	-3	1	-1.1
CCS(=O)(=O)c1nc(S(=O)(=O)c2ccc(Cl)cc2)c(N2CCCC2)s1	5	3	1	?	14	-4	3	0	-0.2
COc1ccc2c(c1)sc(=NC(=O)CS(=O)(=O)c1ccc(F)cc1)n2C	-16	4	-12	1.9%	-9	-6	11	-2	1.8
Cc1sc2ncnc(N3CCC(C(=O)Nc4nc(-c5cccs5)cs4)CC3)c2c1C	-7	2	5	19%	-5	4	1	3	-0.1
Cc1cc(Nc2cccc(C(F)(F)F)c2)ncn1	-8	-1	-8	0.7%	.	4	-3	-1	-1.0
CCC1(CC)N=C(c2ccccc2)C(=S)N1	.	-1	-2	0.6%	-9	-10	-5	-4	0.2
Cc1c(CCC(=O)O)c(=O)oc2cc(OCc3ccccc3F)ccc12	9	2	1	12%	-13	15	9	3	0.8
CC1CC(=O)N(CC(=O)Nc2ccc(F)cc2F)c2ccccc2S1(=O)=O (configuration not stated)	8	6	5	4.3%	10	-16	7	-7	9.5
CC(NC(=O)C1CCC(CNS(=O)(=O)c2ccccc2)CC1)c1ccc2c(c1)OCCO2 (configuration not stated)	2	4	0	-1.0%	-15	.	25	-2	1.0
O=C(NCC(=O)N1CCN(c2ccccc2F)CC1)c1ccc(Br)o1	14	3	-8	-0.3%	-20	2	3	-6	0.3
COc1ccc(C(=O)NNC(=O)CSc2nnc(C)n2CC2CCCO2)cc1 (configuration not stated)	-6	3	9	0.7%	6	-4	0	-2	0.7
CN(C(=O)CSc1nc2ccc(NC(=O)COc3ccccc3)cc2s1)c1ccccc1	-25	5	-11	-2.3%	.	.	-7	-1	0.7
CC(C)CCNC(=O)c1c[nH]c2ccc(S(=O)(=O)Nc3cccc(C(F)(F)F)c3)cc2c1=O	-7	1	-3	0.5%	.	-18	-15	-1	.
COc1ccc(S(=O)(=O)CCc2nnc(NC(C)=O)s2)cc1	2	1	2	0.0%	7	-4	-3	-5	1.4
CCOC(=O)NC(Nc1sc2c(c1C(=O)OC)CCN(C)C2)(C(F)(F)F)C(F)(F)F	-24	3	-4	-0.1%	-27	6	0	-1	0.8
CCOc1ccc(OCC(=O)Nc2ccccc2N2CCCC2)cc1	1	-1	-3	2.3%	10	1	9	-3	-0.4
CCN1C(=O)c2ccccc2S(=O)(=O)c2ccc(C(=O)NCC(OC)OC)cc21	-6	4	-9	1.9%	-9	-3	-5	5	0.7
C[C@H](NC(=O)c1ccco1)C(=O)Nc1ccc(C#N)cc1	-17	3	1	2.7%	-21	-6	3	-3	1.2
CC[C@@]1(c2ccccc2OC)ON(c2ccccc2C(F)(F)F)C1=O	3	28	15	-0.6%	10	.	-7	-1	0.1
Cc1sc2nc(-c3ccc(Br)cc3)oc(=O)c2c1C	12	4	-5	2.9%	1	4	-3	-1	-0.6
CCOC(=O)CC1C(=O)NCCN1S(=O)(=O)c1ccc(NC(C)=O)cc1 (configuration not stated)	18	1	1	0.8%	0	9	-1	-3	-0.3
CSCCC(NS(=O)(=O)c1ccccc1F)C(=O)N1CCCCCC1 (configuration not stated)	20	4	-1	-0.6%	44*	4	-6	3	0.5
OC(CNc1ccccc1)COc1ccc(OCC(O)CNc2ccccc2)cc1 (configuration not stated)	6	18	-40*	0.3%	10	-2	2	-7	3.9
Clc1cccc(Cl)c1CSc1nnc(-c2ccncc2)s1	0	144*	-16	2.6%	15	-6	3	13	17
C/C(CCC12CC3CC(CC(C3)C1)C2)=N\NC(N)=S	1	1	2	0.9%	12	3	-3	0	-2.0
O=C(NCC(=O)N1CCN(S(=O)(=O)c2ccccc2F)CC1)c1ccc2ccccc2c1	19	2	-17	-0.2%	-4	12	1	-8	0.7
COC(=O)CNC(c1ccccc1)c1cc(Br)ccc1NC(=O)c1ccccc1 (configuration not stated)	-1	1	10	3.0%	.	-25	13	-1	-0.3
COc1cccc(-c2nnc3sc(-c4ccc(Cl)cc4)nn23)c1	15	0	7	1.2%	-11	.	-7	0	-0.4
CC1(C)Cc2c(cnn2-c2ccc(F)cc2)C(NC(=O)c2ccoc2)C1 (configuration not stated)	2	0	6	0.5%	8	-9	4	-7	0.2
COc1ccc(C(=O)Oc2ccc[nH]c2=O)cc1	17	1	1	-3.1%	-31	3	12	4	0.6
CSc1ccccc1NC(=O)CN(C)CC(=O)Nc1c(F)cccc1F	-1	1	3	-0.9%	15	4	-3	-3	0.5
C#CC[N+](C)(C)CC#Cc1ccc(C)cc1	-5	-2	-1	-0.6%	-4	-3	2	0	0.0
COc1ccc(CC(=O)N(CCC2=CCCCC2)c2c(N)n(Cc3ccccc3)c(=O)[nH]c2=O)cc1OC	13	10	-21	0.4%	13	-15	8	-5	-1.7
COCC(C)NC(=O)c1cc(S(=O)(=O)N2CCCCC2)ccc1N1CCOCC1 (configuration not stated)	10	3	10	-0.6%	-1	-2	3	-4	0.2
CCOc1ccc(/C=N/NC(=O)CNC(=O)c2ccc(S(=O)(=O)N3CCOCC3)cc2)cc1	.	0	-5	0.6%	.	-9	1	-2	.
Cc1nn(Cc2noc(C(=O)NC(C)c3ccccc3)n2)c(C)c1Br (configuration not stated)	.	-1	15	1.0%	.	.	-7	-6	0.0
